# Compound activity from PubChem BioAssay.
# GSTO1 counter = inhibitors of recombinant GSTO1, primary screen, counter-screen for RBBP9 inhibitor project, biochemical, fluorescence polarization | activity-based probe fluorescence polarization | inhibition, % at 5.96 µM | 1.1% of 300,000 active | AID 1974, 2009;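 active means inhibition above the campaign mean inhibition plus 3 SD, cut at about 35% in these data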;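 further: 0% = GSTO1-1 with DMSO and 100% = wells lacking GSTO1-1 enzyme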
# PREPL inh = PREPL enzyme inhibitors, primary screen, biochemical, fluorescence polarization; Prolyl endopeptidase-like (Homo sapiens), Q4J6C6; recombinant PREPL, fluorescence polarization activity-based probe; inhibition, % at 5.96 µM; 0.68% of 320,000 active; AID 2751, 2010; in the data active means inhibition above about 43%;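 further: 0% = enzyme with DMSO and 100% = wells lacking enzyme; many of its hits are not listed in these tables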
# Target sequence (Q4J6C6 whole entry, looked up): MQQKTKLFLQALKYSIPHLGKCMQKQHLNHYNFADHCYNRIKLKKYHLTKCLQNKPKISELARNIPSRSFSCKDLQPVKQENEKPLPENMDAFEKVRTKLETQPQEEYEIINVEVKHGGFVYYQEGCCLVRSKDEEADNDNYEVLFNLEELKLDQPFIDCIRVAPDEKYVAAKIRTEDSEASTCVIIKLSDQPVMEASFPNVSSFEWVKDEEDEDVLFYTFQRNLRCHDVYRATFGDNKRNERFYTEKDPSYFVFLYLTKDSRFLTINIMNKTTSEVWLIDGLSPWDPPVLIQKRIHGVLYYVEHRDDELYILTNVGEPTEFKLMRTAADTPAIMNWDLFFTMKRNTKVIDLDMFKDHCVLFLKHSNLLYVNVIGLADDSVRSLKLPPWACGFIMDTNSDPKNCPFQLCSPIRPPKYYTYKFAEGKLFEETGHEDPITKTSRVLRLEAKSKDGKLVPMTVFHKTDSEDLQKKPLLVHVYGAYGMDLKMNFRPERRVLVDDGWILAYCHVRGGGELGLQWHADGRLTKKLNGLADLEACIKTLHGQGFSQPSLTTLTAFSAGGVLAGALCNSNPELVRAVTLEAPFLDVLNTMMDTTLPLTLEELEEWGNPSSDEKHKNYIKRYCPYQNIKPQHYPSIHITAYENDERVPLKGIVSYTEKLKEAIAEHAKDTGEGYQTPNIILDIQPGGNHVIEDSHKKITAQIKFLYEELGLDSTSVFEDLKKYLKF
# LYPLA1 inh = LYPLA1 inhibitors, primary screen, counter-screen for PME1 inhibitor project, biochemical, fluorescence polarization, FP-Rh probe ABPP. 0.16% of 320,000 active. AID 2174, 2009. recombinant LYPLA1. Acyl-protein thioesterase 1 (Homo sapiens), O75608. inhibition, % at 5.9 µM;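 active means inhibition above the mean of all tested compounds plus 3 SD, set per campaign, cut at about 14% in these data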;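 further: inhibitors block serine hydrolase probe labeling of LYPLA1 so polarization falls; 0% = enzyme with DMSO and 100% = wells lacking LYPLA1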
# Target sequence (O75608 whole entry, looked up): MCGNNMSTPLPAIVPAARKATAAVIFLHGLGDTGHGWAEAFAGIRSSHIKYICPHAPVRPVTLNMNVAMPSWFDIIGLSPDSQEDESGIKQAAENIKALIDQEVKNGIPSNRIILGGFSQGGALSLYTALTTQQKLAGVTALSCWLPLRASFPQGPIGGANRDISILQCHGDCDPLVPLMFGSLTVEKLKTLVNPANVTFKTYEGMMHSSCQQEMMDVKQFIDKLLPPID
# PME-1 primary = PME-1 inhibitors via competitive probe labeling, primary screen, biochemical, fluorescence polarization, FP-Rh probe, HTS. Protein phosphatase methylesterase 1 (Homo sapiens), Q9Y570. recombinant PME-1. inhibition, % at 5.9 µM. 0.53% of 320,000 active;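 active means inhibition above the campaign mean of all compounds plus 3 SD, cut at about 26% in these data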;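 further: competitive labeling of PME-1 active site by serine hydrolase directed probe; 0% = PME-1 with DMSO and 100% = wells lacking PME-1 enzyme; inhibitors block probe labeling so polarization falls and inhibition rises; many of its hits are not listed in these tables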
# PAD4 inh = human PAD4 inhibitors, primary screen, biochemical, fluorescence polarization, 1536-well format; 0.41% of 330,000 active; recombinant PAD4, RCA probe fluorescence polarization; inhibition, % at 6.36 µM;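 active means percent inhibition above a cutoff equal to the mean of all tested compounds plus 3 SD, cut at about 15% in these data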;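 further: 0% = PAD4 with RCA probe and DMSO and 100% = probe without PAD4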
# PAFAH1B2 FP inh = PAFAH1B2 enzyme inhibitors, primary screen, biochemical, fluorescence polarization, human; recombinant PAFAH1B2, FP-rhodamine activity probe; inhibition, % at 3.39 µM; 1.2% of 340,000 active; AID 492953, 2010;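 active means inhibition above the mean of all tested compounds plus 3 SD, cut at about 24% in these data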;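 further: 0% = enzyme with DMSO and 100% = wells lacking PAFAH1B2; many of its hits are not listed in these tables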
# pPAFAH FP inh = pPAFAH enzyme inhibitors, primary screen, biochemical, fluorescence polarization, human; recombinant pPAFAH, FP-rhodamine probe fluorescence polarization; AID 463082, 2010; inhibition, % at 3.39 µM; Platelet-activating factor acetylhydrolase (Homo sapiens), Q13093; 1.5% of 330,000 active;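 active means inhibition above the mean inhibition across the screen plus 3 SD, cut at about 25% in these data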;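 further: inhibitors block binding of the rhodamine activity-based probe so polarization drops; 0% = enzyme with DMSO and 100% = wells lacking pPAFAH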
# PAFAH1B3 inh = PAFAH1B3 enzyme inhibitors, primary screen, biochemical, fluorescence polarization, human. Platelet-activating factor acetylhydrolase IB subunit alpha1 (Homo sapiens), Q15102. recombinant PAFAH1B3, FP-rhodamine probe. inhibition, % at 3.39 µM. 0.28% of 340,000 active. AID 492972, 2010;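 active means inhibition above the screen-wide average of all tested compounds plus 3 SD, cut at about 25% in these data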;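 further: 0% = enzyme with DMSO only and 100% = wells lacking PAFAH1B3 protein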
# LYPLA2 counter = LYPLA2 inhibitors, primary screen, counter-screen for PME1 inhibitor project, biochemical, fluorescence polarization, FP-Rh probe ABPP; AID 2177, 2009; Acyl-protein thioesterase 2 (Homo sapiens), O95372; recombinant LYPLA2; 0.38% of 320,000 active; inhibition, % at 5.9 µM;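 active means inhibition above the screen-wide mean plus 3 SD, limit set per campaign, cut at about 26% in these data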;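 further: 0% = LYPLA2 with DMSO and 100% = wells lacking LYPLA2 enzyme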
# Active calls of the source: *; . = not tested or not shown.
SMILES	PAFAH1B2 FP inh	PME-1 primary	PREPL inh	LYPLA1 inh	LYPLA2 counter	GSTO1 counter	PAFAH1B3 inh	PAD4 inh	pPAFAH FP inh
Nc1nonc1C(=O)NCCNC(=O)c1cccc(Cl)c1	2	-3	-5	1	1	2	1	-5	5
CC(=O)Nc1ccc(S(=O)(=O)N2CCN(S(=O)(=O)N3CCCCC3)CC2)cc1	0	-5	-9	-2	-5	-8	3	3	2
CCCCCN(C(=O)CCC(=O)OCCOc1ccc(OCC)cc1)c1c(N)n(CCCC)c(=O)[nH]c1=O	5	1	8	4	7	11	2	3	2
COc1ccc(C)cc1S(=O)(=O)N1CCC(C(=O)NC2CCCC2)CC1	0	10	3	-5	-7	5	0	0	7
COc1cc(CN2CCN(c3ccc(C)cc3)CC2)cc([N+](=O)[O-])c1O	.	-2	16	2	0	9	.	0	-1
CCc1ccc(-c2nc(SCC(=O)N(C)C3CCS(=O)(=O)C3)n[nH]2)cc1 (centres undefined)	4	1	7	0	8	2	8	4	5
C=CCn1c(SCc2c(C(=O)OC)sc(N)c2C(=O)OC)nnc1-c1ccc(Cl)cc1	6	4	14	4	10	-2	-4	0	4
CC1=NNC(=O)C1CCC(=O)N/N=C/C=C/c1ccccc1 (centres undefined)	6	0	-3	0	3	4	11	-2	5
Cc1nn(CCc2n[nH]c(=S)n2-c2ccc(F)cc2)c(C)c1[N+](=O)[O-]	1	-3	10	-3	-3	-5	-3	-5	2
COC(=O)c1ccccc1OCCOCCOc1cccc2ccc(C)nc12	-3	-1	49*	-2	4	2	6	5	1
CCOc1ccc(C(Nc2ccc(C)cc2)P2(=O)OCCCO2)cc1 (centres undefined)	1	2	1	4	7	5	8	2	5
COC(=O)C(C)Sc1nnc(Cc2cc(=O)[nH]c(=O)[nH]2)n1-c1ccc(Cl)cc1 (centres undefined)	3	-2	2	-1	-3	-2	1	0	2
Cc1ccc2[nH]c3c(c2c1)CCc1cn[nH]c1-3	6	23	47*	-4	7	34	1	-8	18
O=C(O)COCC(=O)Nc1ccc(-n2cnnn2)cc1	6	3	-2	4	5	1	4	0	5
COc1cc(NC(=O)/C=C/c2ccccc2[N+](=O)[O-])cc(OC)c1	8	11	7	-8	-1	2	7	-1	2
CCc1ccccc1NC(=O)CCN1C(=O)c2ccccc2C1=O	2	5	-5	2	4	9	6	-1	4
Cc1cc(N2CCOCC2)c(F)cc1C(=O)c1ccccc1	6	-5	-11	-7	1	-9	8	5	10
Cc1ccc(S(=O)(=O)n2[nH]c(=O)c(CCO)c2C)cc1	.	1	10	1	5	2	.	2	-5
O=C(Nc1ccccc1N1CCOCC1)c1ccc2ccccc2n1	5	0	7	-3	3	-6	-2	-2	7
CN(C)S(=O)(=O)c1ccc2nc(NC(=O)c3cccnc3)sc2c1	-3	-11	-5	-11	-9	-8	8	-6	1

# (list continues)
SMILES	PAFAH1B2 FP inh	PME-1 primary	PREPL inh	LYPLA1 inh	LYPLA2 counter	GSTO1 counter	PAFAH1B3 inh	PAD4 inh	pPAFAH FP inh
CCCCNC(=O)Nc1nc2ccc(CC)cc2s1	-2	4	7	-1	3	-1	-1	-2	6
CCCOc1ccc(Cc2nc(N)nc(N)n2)cc1	-4	-5	7	2	1	8	11	-2	6
O=C(COC(=O)CCNS(=O)(=O)c1ccccc1)Nc1ccc(OC(F)F)cc1	3	8	6	1	-3	.	8	-3	22
COc1cccc(NC(=O)CN(C)C(=O)c2ccc(-n3cncn3)c([N+](=O)[O-])c2)c1	0	0	1	-5	5	.	5	2	2
CC(C)CN(C(=O)CN1CCC(C)CC1)c1c(N)n(CC(C)C)c(=O)[nH]c1=O	3	5	7	0	-3	0	16	-5	1
CN1CCN(C(=O)/C(=C/c2cccs2)NC(=O)c2ccco2)CC1	7	-8	-10	1	-5	3	3	-6	-1
Clc1ccc(-c2nnc(-c3ccccc3)nc2N2CCSCC2)cc1	2	-8	10	-4	-6	6	5	-7	0
O=C(/C=C/c1ccc([N+](=O)[O-])cc1)OCC(=O)N1c2ccccc2Sc2ccccc21	3	-5	7	4	-2	3	6	2	10
CC(C)c1cc(C(C)C)c(S(=O)(=O)N2CCNCC2)c(C(C)C)c1	2	22	29	0	5	-4	-1	1	-2
CCOc1ccc(CC(=O)Nc2c3c(nn2C(C)(C)C)CS(=O)(=O)C3)cc1	8	-7	14	-5	-7	4	6	-1	-7
O=C(CCc1c[nH]c2ccccc12)NCCc1ccc(Cl)cc1	28*	-2	-1	1	1	8	3	-6	0
Cc1ccccc1CNC(=O)c1ccc(CSCc2ccccc2)cc1	2	-11	4	-5	1	-2	5	-7	4
CCN(CC)c1ccc(/C=N/NC(=O)c2cccc(S(=O)(=O)N3CCOCC3)c2)c(O)c1	1	7	21	-5	-3	-1	19	2	23
O=C1CCN(Cc2ccccc2)CCN1[C@H](COc1ccccc1)c1ccccc1	5	8	-2	4	-10	83*	-1	-8	1
Cc1cc2ccccc2n1CCNC(=O)c1cccs1	6	-1	22	1	6	1	0	5	8
Cn1c(=S)ccc2ccccc21	8	-4	-1	-2	2	-2	8	-3	4
Cc1cc(NC(=O)COC(=O)c2oc3c(ccc4ccccc43)c2C)no1	-2	-11	-2	-1	-4	-4	5	-12	3
O=c1c(/C=N/O)coc2ccc3ccccc3c12	7	-3	-2	-1	9	22	5	-8	-7
C/C(CC(=O)Nc1ccc(Br)cc1)=N\NC(=O)c1cccc(O)c1	7	-4	0	-4	-7	-1	0	-10	0
COc1ccc(OCCNC(=O)Nc2cc(F)c(F)cc2Cl)cc1	-2	7	10	3	5	-6	6	6	6

# Further compounds:
SMILES	PAFAH1B2 FP inh	PME-1 primary	PREPL inh	LYPLA1 inh	LYPLA2 counter	GSTO1 counter	PAFAH1B3 inh	PAD4 inh	pPAFAH FP inh
O=C1C(Cc2ccccc2)NC(=S)N1c1ccccc1 (centres undefined)	1	0	2	-2	0	5	0	-3	0
COc1ccc(Cc2nnc(NC(=O)c3cccc(C)c3)s2)cc1	3	0	-14	-5	-2	-4	3	-2	-2
CN1C(=O)S/C(=C/c2cccn2-c2cccc(C(=O)O)c2)C1=O	8	-2	-7	1	-1	0	5	-7	6
O=S(=O)(Nc1ccc(Cl)cn1)c1cccs1	4	-4	0	3	2	6	11	4	0
COc1ccc(CN2CC(=O)N(c3ccc(Cl)cc3)C2=S)cc1OC	6	0	3	0	7	2	4	-12	4
Cc1cnc(NC(=O)c2sc(Nc3ccccc3)nc2N)o1	.	14	12	-3	-8	-1	.	2	-4
C/C=C/C1=CC(=O)C[C@H](c2ccc(F)cc2)C1	-6	-5	10	0	4	.	14	3	3
COc1ccc(NC(=S)NC2CCCCC2)cn1	7	2	4	1	3	-3	5	-6	4
C[C@H](NC(=O)c1ccc(C(C)(C)C)cc1)C(=O)N1CCN(C/C=C/c2ccccc2)CC1	18	.	30	.	.	.	1	0	7
CC1(C)C/C(=C(/C#N)C(N)=O)CCO1	5	-3	5	1	-6	-2	5	-9	-4
O=C(c1ccc([N+](=O)[O-])cc1)N1CCN(Cc2ccccc2[N+](=O)[O-])CC1	2	1	2	-4	0	-1	-3	-3	5
CSc1ccc(S(=O)(=O)NCC(=O)OCC(=O)NCc2cccs2)cc1[N+](=O)[O-]	-2	1	21	-2	5	10	1	-1	9
C/C=C/c1ccc(OCc2cc(=O)n3cc(C)ccc3n2)c(OC)c1	2	-5	15	3	2	-7	3	1	2
CCCNC(=O)CN1C(=O)NC(CCc2ccccc2)C1=O (centres undefined)	-7	1	10	1	2	0	-2	-5	4
CC(C)(C)c1ccc(NC(=O)COc2ccc(-n3ccnc3)cc2)cc1	4	0	-39	-2	14	-4	11	4	9
CCC1Sc2ccc(S(=O)(=O)CCC(=O)NCc3ccc(C)o3)cc2NC1=O (centres undefined)	0	8	0	1	4	-11	4	0	7
CN(C)CCNC(=O)C(C(=O)c1ccc(F)cc1)n1ccccc1=O (centres undefined)	1	3	13	-2	7	-3	1	2	-11
CCc1c(C(=O)NNC(=S)NCc2ccccc2)csc1C	2	4	13	2	9	1	9	-2	2
CCSc1nnc(NC(=O)C(C)C)s1	9	5	1	1	2	2	-4	-1	1
N#Cc1c(NC(=O)c2cc(C3CC3)on2)sc2c1CCC2	4	4	5	-3	-3	-3	2	1	4

# (continued)
SMILES	PAFAH1B2 FP inh	PME-1 primary	PREPL inh	LYPLA1 inh	LYPLA2 counter	GSTO1 counter	PAFAH1B3 inh	PAD4 inh	pPAFAH FP inh
CCOc1cc(/C=C2\C(=O)N(c3cccc(C(=O)O)c3)N=C2C(F)(F)F)ccc1OCC(=O)Nc1ccccc1OC	.	5	4	-7	0	-82	.	-10	37*
COc1ccc(OCCCON2C(=O)c3ccccc3C2=O)cc1	1	5	2	-2	-2	1	10	2	-1
COc1cccc(C(=O)OCC(=O)c2[nH]c(C)c(C(C)=O)c2C)c1	0	-15	6	-6	2	.	-2	0	1
COc1ccc(N(CC(=O)Nc2cccc3ccccc23)S(C)(=O)=O)c(OC)c1	5	-4	-6	2	7	0	5	4	6
O=S(=O)(c1ccccc1)N1CCN(C2CCN(Cc3ccccc3)CC2)CC1	5	8	7	2	3	2	3	2	4
C=CCn1c(COc2ccccc2F)nnc1SCCN1C(=O)c2ccccc2C1=O	3	-3	-12	0	-5	0	2	0	2
C=C1C(C(=O)Nc2ccc(OCC)cc2)C1C(=O)Nc1ccc(OCC)cc1 (centres undefined)	0	1	0	-2	2	4	6	2	-1
CCN1CCN(c2ccc(S(=O)(=O)N3CCCCC3)cc2NC(=O)Cc2ccccc2F)CC1	5	1	-8	-2	-5	2	-7	-2	6
COc1cccc(CNC(=O)c2nnn(-c3ccc(OC(F)(F)F)cc3)c2N)c1	-1	-4	13	-2	9	1	6	-3	4
CC(C)CN(CC(C)C)CC(O)COc1ccc([N+](=O)[O-])cc1 (centres undefined)	10	3	1	0	4	1	7	-3	-3
O=C(CN(C(=O)CNS(=O)(=O)c1ccc(F)cc1)c1ccccc1)NCc1ccco1	3	-2	16	-2	1	-4	-3	4	3
COc1cc([N+](=O)[O-])ccc1NC(=O)COC(=O)c1c[nH]c(=O)[nH]c1=O	4	.	6	.	.	.	5	-2	0
Cc1ccc(C(=O)c2ccccc2C(=O)OCC(=O)N2CC(C)CC(C)C2)cc1 (centres undefined)	2	-4	15	1	-2	.	4	6	1
CC(C)Cc1nnc(NC(=O)CS(=O)(=O)Cc2ccccc2)s1	2	-3	-2	0	-5	3	7	-2	2
Cc1ccc(-n2nc(C)c3c2OC(N)=C(C#N)C3c2ccncc2)cc1 (centres undefined)	2	10	5	-1	10	28	0	-5	11
Cc1ccc(C(=O)N(Cc2cccnc2)Cc2cc3cc(C)ccc3n3nnnc23)cc1	11	-3	8	-4	-2	3	3	4	-2

# Only part of the results is shown. The share of hits here may be higher or lower than overall.
